From PubChem BioAssay
Shiga inhibitor = A qHTS for Small Molecule Inhibitors of Shiga Toxin | inhibition, % at 38.7 µM | 290,000 compounds, 9.2% hits | AID 2315, 2010 | Vero cells, Shiga toxin protein synthesis inhibition reporter; in the data active = inhibition mostly above about 28%, no sharp cut-off; inactive = mostly below about 43%; also: 0% is about no effect
Sm TGR block = qHTS Assay for the Inhibitors of Schistosoma Mansoni Peroxiredoxins. 360,000 compounds, 3% hits. Potency, µM (top dose mostly 114 µM), inactives show at the top dose activity change, negative = inhibition, actives largely listed as inhibitors. purified TGR, DTNB reduction, TNB absorbance 405 nm. Schistosoma mansoni thioredoxin glutathione reductase (TGR), Q962Y6. AID 485364, 2010; also: potency is read from the fitted curve at half-maximal effect; % is scaled to controls: 0 for no effect and ±100 for the full control effect; nearly all actives have a fitted effect of over 60% in size
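Kinetic colorimetric format: TGR-catalysed, NADPH-driven DTNB reduction monitored via TNB absorbance. Enzyme dispensed at 20 nM; compound exposure 15 min at room temperature before reaction start.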
Giardia FBPA inh = qHTS Assay for Inhibitors of Fructose-1,6-bisphosphate Aldolase from Giardia Lamblia. 290,000 compounds, 0.71% hits. Potency, µM (doses to about 59.6 µM), inactives show top-dose activity, negative = inhibition, usual class: inhibitors. purified Giardia FBPA. AID 2451, 2010. A8B2U2; also: potency is read from the fitted curve at half-maximal effect; % is scaled to controls: 0 for no effect and ±100 for the full control effect; nearly all actives have a fitted effect of over 55% in size
Target sequence (A8B2U2 whole entry, looked up): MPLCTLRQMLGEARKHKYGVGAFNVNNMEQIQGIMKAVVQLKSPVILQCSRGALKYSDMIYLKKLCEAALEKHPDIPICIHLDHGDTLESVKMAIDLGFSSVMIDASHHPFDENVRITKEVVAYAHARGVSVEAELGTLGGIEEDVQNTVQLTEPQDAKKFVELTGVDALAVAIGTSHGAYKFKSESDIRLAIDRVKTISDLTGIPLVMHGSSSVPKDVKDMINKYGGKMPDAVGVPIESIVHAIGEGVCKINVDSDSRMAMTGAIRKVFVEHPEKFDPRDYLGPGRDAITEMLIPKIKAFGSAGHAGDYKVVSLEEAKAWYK
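40 nM FBPA preincubated 10 min at RT with compound (up to 57.5 uM final), then substrate plus GAPDH/TPI/NAD/arsenate coupling and diaphorase/resazurin added. Fluorescence read after 20 min at RT, 525/598 nm.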
Pf growth 48h = Primary qHTS for delayed death inhibitors of the malarial parasite plastid, 48 hour incubation | 310,000 compounds, 5.9% hits | Potency, µM (highest dose often 28.7 µM), for inactives: at the highest dose activity change, negative = inhibition, most hits filed as inhibitors | AID 504832, 2011 | P. falciparum luciferase growth in erythrocytes, 48 h; also: potency is read from the fitted curve at half-maximal effect; % is scaled to controls: 0 for no effect and ±100 for the full control effect
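Luminescence readout; reporter = integrated firefly luciferase in P. falciparum. RBC culture at 2% hematocrit, 0.1% parasitemia final, 37 C/5% CO2; decreased signal taken as growth inhibition.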
Pf growth 96h = Primary qHTS for delayed death inhibitors of the malarial parasite plastid, 96 hour incubation; P. falciparum luciferase reporter growth, 96 h; 320,000 compounds, 6.9% hits; AID 504834, 2011; Potency, µM (highest dose often 28.7 µM), for inactives: at the top dose activity change, negative = inhibition, most hits filed as inhibitors; also: potency is read from the fitted curve at half-maximal effect; % is scaled to controls: 0 for no effect and ±100 for the full control effect
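Infected RBCs, 2% Hct / 0.05% parasitemia final; luciferase-reporter P. falciparum; cpd 96 h, 37 C, 5% CO2; luciferase detection reagent; luminescence.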
Cycloheximide cs = Cycloheximide Counterscreen for Small Molecule Inhibitors of Shiga Toxin. 300,000 compounds, 12% hits. AID 2314, 2010. max response, %. cell reporter, cycloheximide protein synthesis inhibition counterscreen; in the data active = max response mostly above about 13%, no sharp cut-off; inactive = mostly below about 14%; also: read at 38.3 µM for the half of the compounds with a filed dose; 0% is about no effect
* marks the source's active call; other numbers are inactive results; ? = inconclusive; / = no result given; & = joins results of further samples; [ ] = dose if it differs, or a comment. Unless noted, calls follow the shape of the dose curve; as a rule, active = well fitted curve in the direction sought with a large enough effect; inconclusive = small, poorly fitted or top-dose-only effect, or another doubt; inactive = no such curve, though single readings can be large; an effect the other way counts as inactive or inconclusive.

Values run as follows: Shiga inhibitor	Sm TGR block	Giardia FBPA inh	Pf growth 48h	Pf growth 96h	Cycloheximide cs
> CNc1ccc(/C=C(\C#N)c2ccccn2)cc1[N+](=O)[O-]
  69*	2%	-2%	223%[activator]	187%[activator]	45*
> CCOC(=O)c1c(C)n(-c2ccccc2)c2ccc(O)cc12
  22	3%	-1%	?	5.9µM*	4
> C(=C\c1ccccc1)/CSc1nnc(-c2ccncc2)n1Cc1ccco1
  -21	?	0%	?	4%[5.75 µM]	8
> S=C(Nc1ccc(Cl)cc1Cl)Nn1cnnc1
  -7	3%	2%	-2%	-8%	11
> Cc1cccc2sc(NC(=O)c3ccc(Cl)s3)nc12
  -2	7%	-5%	/	13µM*	16
> O=C(Nc1cccc(Cl)c1Cl)c1ccccc1OCC(=O)N1CCOCC1
  15	-2%	2%	0%	10%	-2
> CC(C)(C)c1ccc(C2C(C(=O)c3ccco3)=C(O)C(=O)N2CC2CCCO2)cc1 (stereo not drawn)
  -8	-15%	-11%	14%	16%	-3
> COc1c(Br)cc([N+](=O)[O-])c(OC)c1C(=O)NC(=O)Nc1nc(C)cc(C)n1
  -11	14%	-6%	1%	6%	-1
> COC(=O)c1cc(OC)nc2ccc(Br)cc12
  -7	-3%	4%	?	?	11
> Cc1ccc2c(c1)N(C(=O)c1ccco1)C(C)(C)c1ssc(=S)c1-2
  -13	0%	-3%	/	5.2µM*	-3
> O=C(COC(=O)c1ccc(O)cc1O)Nc1ccc2c(c1)OCCO2
  /	4%	/	170%[activator]	69%[activator]	/
> CC(OC(=O)COc1ccc(C#N)cc1)C(=O)c1ccccc1 (stereo not drawn)
  /	-10%	/	-20%	-5%	/
> COc1ccc(NC(=S)N(CCO)Cc2cc3c(C)cc(C)cc3[nH]c2=O)cc1
  1	-5%	-5%	?	?	-1
> O=C(Oc1cccc([N+](=O)[O-])c1)N1CCCCC1
  -1	1%	4%	-1%	8%	2
> O=C(OCC(=O)N1CCOCC1)c1ccc(N2CCOCC2)c([N+](=O)[O-])c1
  -1	0%	1%	49%[activator]	0%	15
> NCC12CC3CC(CC(O)(C3)C1)C2
  -10	-4%	2%	/	?	-1
> CCN1CCCC1CNCc1cc(OC)c(OC)c(OC)c1 (stereo not drawn)
  -4	-20%	-16%	/	-8%	-1
> O=C(CSc1nnc(-c2ccc(Cl)s2)o1)N1CCc2ccccc21
  2	1%	9%	12%	/	-2
> CN1C(=O)[C@@H]2[C@@H]3C[C@@H]([C@H]4ON=C(c5ccc(Cl)cc5Cl)[C@@H]34)[C@@H]2C1=O
  -13	-1%	5%	25%	11%	10
> COc1ccc(Nc2cc(Cl)ccc2C(=O)O)cn1
  11	-16%	7%	26%	-8%	9
> COc1ccc(C2/C=C\CN(Cc3ccco3)CC(=O)N2Cc2ccc(F)cc2)cc1 (stereo not drawn)
  27&-4	32µM*	-10%&1%	?	?	-3&-4
> CN=Cc1c(NC)nc2c(C)cccn2c1=O
  -4	7%	-2%	1%	?	-4
> Nc1c(Cl)ncnc1NCCO
  -11&-6	-6%&0%	6%&3%	6%&16%	-15%&62%	-6&-2
> CCOC(=O)C(NCc1ccc(OC)cc1)(NC(C)=O)C(F)(F)F (stereo not drawn)
  -4	-3%	3%	-2%	?	-4
> CCOC(=O)c1ccc(NC(=O)CN(c2ccc(C)cc2)S(=O)(=O)c2c(C)nn(C)c2C)cc1
  8	-1%	-1%	10µM*	/	-1
> COc1ccc(-c2nc(-c3ccc(Br)cc3)no2)c(OC)c1
  197*	-1%	0%	203%[activator]	?	39*
> Cc1cc(C)c(C#N)c(SCc2ccc3c(c2)OCO3)n1
  27	2%	0%	6%	/	-2
> CCN1CCN(S(=O)(=O)c2ccc(Cl)c(C(=O)N(CC)Cc3ccccc3)c2)CC1
  /	-1%	/	?	-1%	/
> N=c1sccn1Cc1ccc(Cl)cc1Cl
  -10	-6%	-9%	-9%	-16%	-2
> O=C1c2ccccc2NC(c2cccc(Cl)c2)N1N=C1CCCCCC1 (stereo not drawn)
  52	11%	3%	?	?	37*

Next part, overlapping the part above by 3 compounds.
Values run as follows: Shiga inhibitor	Sm TGR block	Giardia FBPA inh	Pf growth 48h	Pf growth 96h	Cycloheximide cs
> CCN1CCN(S(=O)(=O)c2ccc(Cl)c(C(=O)N(CC)Cc3ccccc3)c2)CC1
  /	-1%	/	?	-1%	/
> N=c1sccn1Cc1ccc(Cl)cc1Cl
  -10	-6%	-9%	-9%	-16%	-2
> O=C1c2ccccc2NC(c2cccc(Cl)c2)N1N=C1CCCCCC1 (stereo not drawn)
  52	11%	3%	?	?	37*
> Cc1c(/C=N/O)c2ccccn2c1C(=O)c1ccc(F)cc1
  -7	-9%	-11%	-13%	5%	13
> O=C(C1=C[C@@H](C2CC2)C[C@@H](OCCCCO)O1)N1CCOCC1
  -13	56µM*	0%	13%	-31%	0
> Cc1cc(Cl)ccc1NC(=O)/C=N/O
  8	0%	0%	1.9µM*	3%	2
> COc1cc(NS(=O)(=O)c2ccc(NC(=O)/C(=C\c3ccccc3OC)NC(=O)c3ccccc3)cc2)nc(OC)n1
  2	-7%	19%	6%	23%	-3
> CCN(CC)S(=O)(=O)c1cccc(C(=O)Nc2ccc(C#N)cc2)c1
  16	4%	-2%	-12%	-28%	3
> COCCCNC(=O)C1CCCCN1S(=O)(=O)c1ccc(F)cc1 (stereo not drawn)
  17	4%	9%	1%	?	-6
> O=[N+]([O-])c1ccc(Nc2ccccc2O)c2nonc12
  11	?	-16%	?	-1%	5
> O=C(CNS(=O)(=O)Cc1ccccc1)NCc1ccccc1
  4	5%	-4%	24%	40%[activator]	-4
> CC(OC(=O)c1oc2ccccc2c1CSC1CCCCC1)C(=O)NC(N)=O (stereo not drawn)
  -10	-9%	6%	29%	73%[activator]	0
> O=C(CCC1COc2ccccc2O1)NC1CCCCC1 (stereo not drawn)
  27	4%	3%	/	119%[activator]	36*
> O=C(CCc1nnc(C2(c3ccc(Cl)cc3)CCC2)o1)NCCCn1cccn1
  54	-6%[57.1 µM]	-1%	-19%	37%[activator]	17
> COc1cc(OC)cc(C(=O)Nc2c(F)cccc2F)c1
  9	-9%	-1%	9%	-29%	4
> COc1ccc(C(=O)NC(=S)NNC(=O)c2ccncc2)cc1Br
  /	-21%	/	13µM*	?	/
> CCCNC(=O)c1c(O)c2c([nH]c1=O)CCCC2
  12	5%	0%	-25%	-1%	12
> C/C(N)=C(/C#N)C(=O)COC(=O)c1oc2ccccc2c1COC(C)C
  -4	-7%	2%	-10%	?	-5
> N#Cc1cnn(-c2cccc(Cl)c2)c1-n1cccc1
  -1	5%	6%	12%	5%	1
> CCc1ccc2c(COn3nnc4ccc(S(=O)(=O)N(C)C)cc43)cc(=O)oc2c1
  27	-3%	10%	-4%	-1%[5.75 µM]	-6
> COCc1cc(=O)n2[nH]c(SC)nc2n1
  -2	-5%	-15%	2%	-20%	-3
> Cc1ccc(NC(=O)CSc2nc3[nH]ncc3c(=O)[nH]2)cc1Cl
  /	-1%	/	?	20%	/
> Cc1nn(Cc2ccccc2Cl)c(C)c1C(=O)OCC(=O)N1CC(C)OC(C)C1 (stereo not drawn)
  -1	-1%	9%	5%	-29%	-2
> CCN(CC)CCNC(=O)c1cn(CC)c2ccc(S(=O)(=O)N3CCc4ccccc4C3)cc2c1=O
  -7	-28%&0%	3%	?	1µM*	7
> CC(C)(C)c1cc(NC(=O)c2cccnc2)no1
  79	2%	16%	37%[activator]	-25%	31*
> CONC(=O)Nc1ccccc1[N+](=O)[O-]
  -20	1%	-3%	4%	-11%	4
> CCOc1ccc2nc(NC(=O)C(CCSC)NS(=O)(=O)c3cccs3)sc2c1 (stereo not drawn)
  23	-6%	-1%	/	27%	-1
> Cc1cc(C)nc(NC(=O)/C=C/c2ccc(Cl)cc2Cl)c1
  81*	29%	1%	49%[activator]	68%[activator]	41*
> O=C(OC1CSc2nc3ccccc3n2C1)c1ccco1 (stereo not drawn)
  -8	-28%	1%	13%	?	-3
> O=C(NCc1cccs1)c1ccc(S(=O)(=O)N2CCCCC2)cc1
  -4	-2%	1%	?	0%	9
> COc1ccc(NC(=O)c2ccccc2N(Cc2ccccc2)S(C)(=O)=O)cc1
  -2	-4%	8%	-28%	2%	1
> COc1cc2cc(C(c3nnnn3C3CCCCC3)N(C)C3CCCCC3)c(=O)[nH]c2cc1OC (stereo not drawn)
  -9	?	-14%	5.9µM*	-27%	-4
> Fc1ccc(CNCc2ccc(Br)cc2)cc1
  0	2%	-1%	2%	28%	2

The final four compounds of the section before come first, to join the parts:
Values run as follows: Shiga inhibitor	Sm TGR block	Giardia FBPA inh	Pf growth 48h	Pf growth 96h	Cycloheximide cs
> O=C(NCc1cccs1)c1ccc(S(=O)(=O)N2CCCCC2)cc1
  -4	-2%	1%	?	0%	9
> COc1ccc(NC(=O)c2ccccc2N(Cc2ccccc2)S(C)(=O)=O)cc1
  -2	-4%	8%	-28%	2%	1
> COc1cc2cc(C(c3nnnn3C3CCCCC3)N(C)C3CCCCC3)c(=O)[nH]c2cc1OC (stereo not drawn)
  -9	?	-14%	5.9µM*	-27%	-4
> Fc1ccc(CNCc2ccc(Br)cc2)cc1
  0	2%	-1%	2%	28%	2
> Cc1ccc(S(=O)(=O)NC(=O)Nc2ccc(Cl)cn2)cc1
  20	5%	17%	1%	21%	0
> CN(C)/C=C/C(=O)/C=C/c1ccc(Cl)cc1
  87*	-23%	1%	28%	34%[activator]	45*
> COc1cccc(N2CC(NC(=O)c3cccc4ccccc34)CC2=O)c1 (stereo not drawn)
  /	-5%	/	26%	11%	/
> COc1ccc(OC)c(NC(=O)CN2C(=O)c3ccccc3S2(=O)=O)c1
  18	2%	1%	0%	15%	-5
> CCOC(=O)c1ccc(N2C=C(C(=O)OC)C(c3ccc(OC)c(O)c3)C(C(=O)OC)=C2)cc1
  -2	-21%	-4%	/	-28%	-9
> CCOc1cccc(C(=O)NC(=S)Nc2ccc(N3CCCC3)cc2)c1
  -10	-29%	3%	?	?	1
> COC(=O)C(C)Sc1nc(N)c(NC(=O)c2ccco2)c(=O)[nH]1 (stereo not drawn)
  -6	10%	?	8%	-7%	-3
> CC(C)Oc1cccc(C(=O)Nc2ccc(N3CCN(C)CC3)cc2)c1
  /	40µM*	4%	24%	?	26*
> COc1ccc(NC(=O)C2CCN(S(C)(=O)=O)CC2)cc1
  8	4%	0%	-10%	/	5
> Cc1ccc(S(=O)(=O)N(C)c2nc3ccccc3n3c(C(C)C)nnc23)cc1
  13	-25%	/	?	12µM*	2

Quoted from the listing.
For Shiga inhibitor, `COC(=O)C(C)Sc1nc(N)c(NC(=O)c2ccco2)c(=O)[nH]1` (stereo not drawn) reads -6
For Sm TGR block, `COc1ccc(NC(=O)C2CCN(S(C)(=O)=O)CC2)cc1` reads 4%
For Giardia FBPA inh, `CN(C)/C=C/C(=O)/C=C/c1ccc(Cl)cc1` reads 1%
For Cycloheximide cs, `Cc1ccc(S(=O)(=O)N(C)c2nc3ccccc3n3c(C(C)C)nnc23)cc1` reads 2
For Giardia FBPA inh, `CC(C)Oc1cccc(C(=O)Nc2ccc(N3CCN(C)CC3)cc2)c1` reads 4%
For Sm TGR block, `COc1ccc(OC)c(NC(=O)CN2C(=O)c3ccccc3S2(=O)=O)c1` reads 2%
